Screening data from PubChem BioAssay.
PhoP inhibition: inhibitors of PhoP regulon expression, primary screen, Salmonella Typhimurium, GFP reporter (AID 1863). S. Typhimurium PhoP-regulated promoter GFP reporter, 4 h; higher % means a stronger effect. one-dose inhibition, % at 50 µM; IC50 in µM for titrated hits. 300,000 compounds, 0.16% hits;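 active = inhibition over 29.93%, a cutoff 3 SD above the screen mean, later confirmed by dose response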;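 also: 0% = low Mg2+ inducing control and 100% = high Mg2+ repressing control; strong numbers were not always called active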
Lipid droplet: hepatic lipid droplet formation modulation. AML12 mouse hepatocytes, oleate lipid droplets, BODIPY imaging. inhibition, % at 6.5 µM. 240,000 compounds, 0.4% hits. AID 1656;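 active = lipid droplet intensity inhibited by at least 50%, with more than 500 cells counted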
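Assay system: AML12 hepatocytes (mouse) / Also added: 100 µM oleic acid challenge / Times: overnight treatment with compound plus oleate / Detection: high-content imaging of BODIPY-stained droplets and DAPI nuclei / Evaluation: % inhibition of lipid droplet signal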
T cell HTS: T cell immune modulators affecting CD8 T cell-vesicle binding. 2C CD8+ T cell-vesicle binding, flow cytometry; stronger effect = lower value. calls only at 7 µM. 330,000 compounds, 0.068% hits;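 active = response, share of CD8 T cells binding vesicles, and their 90th percentile fluorescence all below set limits, cut at about 80% in these data, passing the limit was not always enough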
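Material: murine 2C transgenic CD8+ T lymphocytes / Also added: QL9-peptide-loaded Drosophila micro-vesicles bearing Ld, ICAM-1 and B7-1 / Schedule: binding step 1.5 h, 37 °C, antibody labelling 20 min, ice / Signal: flow cytometry, PE anti-B7-1 (FL2) versus Alexa647 anti-CD8 (FL8), PFA-fixed / Evaluation: percent CD8+ FL2 mean versus row control / Benchmarks: naked versus QL9-loaded vesicles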
ER stress rescue: rescue of cells from ER stress-induced death, primary screen, 384-well, CSM14.1, thapsigargin, ATP luminescence (AID 1222) | CSM14.1 thapsigargin-induced death rescue, ATP luminescence; higher % means a stronger effect | one-dose cellular ATP content (survival), % at 20 µM; EC50 in µM for titrated hits | 190,000 tested, under 10 active;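 active = EC50 below 50 µM in the dose-response confirmation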;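 also: death triggered by thapsigargin at about 15 µM added after 2 h compound pretreatment; cell ATP read after overnight thapsigargin exposure of roughly 18 to 22 hours; normalized against plate controls of thapsigargin alone and 5% DMSO vehicle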
Dynein cargo inh: blocks dynein driven cargo transport along microtubules. z-score, hits read low. AID 1381. 3617.4 mouse cells, GR-EGFP nuclear translocation imaging; test concentration mostly 20 µM; stimulated with dexamethasone, 1 µM; stronger effect = lower value. 220,000 compounds, 0.47% hits;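 active = plate z-score of nuclear minus cytoplasmic receptor signal below a set negative limit, without overly bright fluorescence or cell loss, cut at about -3.5 in these data, passing the limit was not always enough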;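 also: z-score of nuclear minus cytoplasmic ring GR-EGFP intensity difference per well; some compounds called inactive have numbers as strong as hits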
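Also added: dexamethasone, 1.0 µM final. Medium: tet-free, stripped-serum medium. Detection: fixed, Hoechst-stained cells imaged at 10x for EGFP. Read-out: nuclear-to-cytoplasmic GR-EGFP distribution per well. Times: induction 48 h, compound 1 h, agonist 30 min.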
Autophagy HCS: autophagy modulation, high-content screen; AID 463193; MEF GFP-LC3 puncta imaging; test concentration mostly 10 µM; 190,000 compounds, 0.98% hits; calls only at 10 µM (by protocol);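 active = percentage of spot-positive cells more than 3 SD above its plate mean, without a fluorescence outlier flag or 80% toxicity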;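 also: spot-positive cell cutoff set from DMSO-treated cells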
b-catenin transl: alters nuclear translocation of beta-catenin in HeLa cells | immunofluorescence imaging | AID 1665 | nuclear translocation activity, % at 5 µM | 190,000 compounds, 0.3% hits;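 active = nuclear translocation activity above 50% at 5 µM, with a well cell count of 50 or more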;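 also: per-cell ratio of nuclear to cytoplasmic median beta-catenin stain intensity; plate controls were DMSO negative control for no effect and GSK-3 inhibitor IX positive control for full effect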
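Test system: HeLa cells, endogenous beta-catenin; Compound: single 5 µM dose plus 0.02–20 µM confirmation series; Times: compound exposure 24 h at 37°C; Signal: fluorescence imaging of beta-catenin antibody stain plus DAPI; Read-out: % activation, nuclear-to-cytoplasmic median beta-catenin signal ratio per cell.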
Insulin prom up: MIN6 insulin promoter up-regulation; MIN6 insulin promoter-GFP reporter, high-content imaging; stronger effect = higher value; z-score at 5 µM; 190,000 compounds, 0.3% hits;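 active = z-score above 3 at 5 µM with at least 500 cells counted in the well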
MT stabilizer: microtubule stabilization, imaging screen; HeLa tubulin immunostaining HCS, 24 h; share of cells brighter than vehicle mean+2SD; 200,000 compounds, 0.83% hits; % tubulin-high responders, % at 10 µM; AID 2205;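 active = plate Z-score above 3 for both tubulin-high and condensed-nucleus cell shares, with cell loss under 80%, at 10 µM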;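 also: anti alpha tubulin signal scored within the nucleus-defined area of each cell; some results filed as inactive read as strong as hits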
Dynein cargo inh cytoplasmic EGFP: second read-out of Dynein cargo inh, no call of its own (marks repeat the call); z-score; measured here: cytoplasmic GR-EGFP intensity; stronger effect = higher value
Dynein cargo inh nuclear GR-EGFP: further read-out of Dynein cargo inh, marked with its call; z-score; measured here: nuclear GR-EGFP intensity;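 lower value marks the stronger effect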
Dynein cargo inh cell count: also measured in Dynein cargo inh; calls as there; z-score; measured here: cell count per field
Insulin prom up cell count: further read-out of Insulin prom up, marked with its call; cell count; measured here: cytotoxicity, nuclei count;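 total cells summed across four imaged fields per well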
Lipid droplet cells 6.5 µM: second read-out of Lipid droplet, no call of its own (marks repeat the call); cell count; measured here: cell count, cytotoxicity flag;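 cells counted across two imaged fields per well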
b-catenin transl cell count 5 µM: also measured in b-catenin transl; calls as there; cell count; measured here: cell count, cytotoxicity flag
T cell HTS vesicle-bound %: further read-out of T cell HTS, marked with its call; double positive events, %; measured here: CD8+ vesicle-bound cell fraction;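 binding gate set so that unloaded-vesicle control wells show 10% double positive cells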
MT stabilizer Hoechst-high %: second read-out of MT stabilizer, no call of its own (marks repeat the call); % Hoechst-high responders; measured here: nuclear condensation Hoechst responders;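 share of cells brighter than vehicle mean plus two SD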
MT stabilizer cytotoxicity %: further read-out of MT stabilizer, marked with its call; toxicity, %; measured here: cytotoxicity by cell density;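 0% = mean cell density of plate MIN control wells and 100% = no cells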
Autophagy HCS cell loss 18 h: recorded beside Autophagy HCS, whose call it bears; toxicity, %; measured here: cell loss, nuclei count;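 cell loss after 18 h compound exposure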
* marks the source's active call; other numbers are inactive results; i = inactive; · = not tested or not shown.

Structure	Dynein cargo inh	Lipid droplet cells 6.5 µM	Dynein cargo inh cytoplasmic EGFP	Dynein cargo inh nuclear GR-EGFP	Autophagy HCS	MT stabilizer cytotoxicity %	T cell HTS vesicle-bound %	Dynein cargo inh cell count	b-catenin transl	Insulin prom up	MT stabilizer	ER stress rescue	T cell HTS	MT stabilizer Hoechst-high %	b-catenin transl cell count 5 µM	Autophagy HCS cell loss 18 h	PhoP inhibition	Insulin prom up cell count	Lipid droplet
CC1(C)CC(CCC(=O)NC(=S)Nc2ccccc2Cl)C(=O)O1 (stereo unspecified)	0.028	654	-0.32	-0.14	i	4.3	60	0.13	-1.4	0.05	3.2	-0.3%	i	2.0	1055	0	2%	1496	14
Cc1ccccc1NC(=O)CN1C(=O)COc2ccc(Cl)cc21	-0.68	·	-0.31	-0.28	i	1.1	33	0.47	·	-1.5	5.5	-1.2%	i	2.5	·	10	3%	1145	·
C=CCN(C)NC(=S)Nc1ccccc1	2.8	651	0.038	2	i	10	16	-2.3	-2.0	-0.14	2.7	-0.5%	i	3.4	1146	-12	-10%	1318	15
C=CCNC(=O)C(=O)NN=C1CCN(C)CC1	-1.1	731	-0.23	-0.27	i	7.7	34	0.75	-4.9	·	1.4	-5.5%	i	1.3	1242	9	40%	·	-17
O=C(Nc1cccc(Cl)c1)c1ccc(F)c(S(=O)(=O)NCc2ccc3c(c2)OCO3)c1	2.8	746	-0.16	2.2	i	7.0	36	-1.6	1.8	-0.56	3.1	-1.2%	i	1.5	577	34	4%	1185	26
COc1ccc2nc(NC(=O)c3ccoc3C)sc2c1	0.29	720	-0.18	0.056	i	6.7	11	0.54	0.7	-0.32	3.0	-4.8%	i	3.3	1052	2	-6%	1869	-1
COC1=CCC2([N+](=O)[O-])CN(CCO)CC1([N+](=O)[O-])C2 (stereo unspecified)	-0.45	736	-0.31	-0.5	i	5.1	47	0.59	-0.9	3*	4.7	-1.7%	i	1.7	969	5	4%	1322*	7
O=C1CCCC2=C1C(c1cccs1)Nc1ccc3ncccc3c12 (stereo unspecified)	-0.38	·	-0.19	0.32	i	4.5	16	0.2	1.2	-0.39	4.4	-1.1%	i	2.4	1245	15	12%	1501	·
COc1cc(Cl)c(C)cc1NC(=O)Cc1ccc(OC)c(OC)c1	0.45	749	-0.3	0.71	i	11	47	-0.18	3.5	-1.1	2.3	0.6%	i	2.3	765	0	7%	1329	-10
CC(C)(C)OC(=O)N1CCCC(C(=O)CC#N)C1 (stereo unspecified)	-0.94	·	-0.22	-0.25	i	3.4	36	0.58	-4.7	-0.08	5.1	4.2%	i	1.7	1035	19	-8%	1434	·
Cn1c(COc2ccc(Cl)cc2)nnc1SCc1ncc(-c2ccccc2)o1	-0.22	·	-0.14	0.075	i	4.3	39	0.033	0.0	-0.12	6.2	-0.1%	i	3.6	1117	6	1%	1043	·
COc1ccc(C2C(C(=O)N3CCCCC3)CCC(=O)N2c2cc(OC)c(OC)c(OC)c2)cc1 (stereo unspecified)	0.49	688	-0.27	0.6	i	8.0	27	0.22	1.0	-0.25	2.5	-0.6%	i	1.7	1148	1	-15%	1220	-5
CCCCn1c(N)c(C(=S)NC(=O)CC(C)C)c(=O)n(C)c1=O	-0.52	619	-0.044	-0.03	i	3.9	·	0.44	-0.7	-0.22	6.4	1.7%	·	1.0	1149	11	15%	1305	9
O=C(O)C1C2C=CC(C2)C1C(=O)OCC1CCCO1 (stereo unspecified)	0.67	·	-0.24	0.15	i	12	22	-0.11	-9.1	0.96	6.9	1.4%	i	3.0	755	11	3%	1448	·
CCN(Cc1ccccc1)Cc1nnnn1Cc1ccccc1	0.89	691	-0.29	0.65	i	9.3	26	-0.54	0.9	-0.49	1.1	5.7%	i	1.1	1471	27	0%	1507	-13
CN1C(=S)SC(C)(C)C1N(O)C(=O)Nc1ccc(Cl)cc1 (stereo unspecified)	2.7	628	-0.25	1.3	i	5.2	45	-1.2	0.3	0.78	3.1	-2.3%	i	0.8	957	20	10%	1555	-11
CCOC(=O)N1CCN(C(=O)Cc2ccc(-n3c(=S)[nH]c4ccccc4c3=O)cc2)CC1	0.27	·	-0.18	0.73	i	5.6	57	-0.58	-1.5	-0.27	3.6	1.4%	i	3.5	948	-48	-3%	1602	·
CC(=O)Oc1ccc2c(=O)c(N3C(=O)c4ccccc4C3=O)c(C)oc2c1C	0.085	732	-0.34	0.16	i	10	32	0.2	0.1	0.46	3.1	1.7%	i	2.7	1446	-17	-2%	1563	2
CCc1cc2cc(C(=O)N3CCN(Cc4ccccc4)CC3)sc2s1	-1.2	780	0.08	-0.35	i	14	45	0.73	-1.1	-0.4	3.2	0.4%	i	2.2	1257	10	-10%	1139	0
CCCC(=O)OCCNc1cc(SCCC(=O)OC)c2nonc2c1[N+](=O)[O-]	-4.5*	664	0.4*	-2.5*	i	10	17	0.99*	-1.0	0.6	3.9	1.7%	i	2.4	1062	-1	5%	1497	-22
CCc1c(O)c(-c2ccccc2)c(=O)n(-c2ccccn2)c1-c1ccccc1	-0.46	702	-0.15	-0.41	·	·	19	0.093	-1.8	1.6	·	·	i	·	1309	·	-9%	1223	-12
O=C(/C=C/c1ccco1)N1CCCC(c2ccccc2)C1 (stereo unspecified)	-0.5	728	0.013	-0.16	i	9.1	52	0.017	1.0	-0.08	0.9	0.0%	i	0.4	1601	2	-6%	1355	-2
CCOc1ncccc1C(=O)OCC(=O)c1c(N)n(C)c(=O)n(C)c1=O	-0.61	·	-0.23	0.12	i	4.2	50	0.6	·	·	3.7	2.6%	i	3.1	·	-9	-10%	·	·
COC(=O)/C=C1\SC(=NC(=O)c2ccc(C)cc2)NC1=O	-0.056	727	-0.19	-0.096	i	9.3	29	-0.39	1.7	0.1	1.6	0.7%	i	2.2	1135	-17	-3%	1137	1
Cc1ccc2c(C)nc(N/C(N)=N/S(=O)(=O)c3ccc([N+](=O)[O-])cc3)nc2c1	-0.4	601	-0.22	-0.054	i	3.8	60	0.11	-1.1	-1.5	3.1	-0.6%	i	3.6	1051	7	-1%	1012	-31
COc1ccc(OC)c(NC(=S)N2CCC(C(O)(c3ccccc3)c3ccccc3)CC2)c1	1.4	704	-0.31	0.4	i	22	40	-0.42	3.6	-0.17	7.1	0.6%	i	3.1	1030	2	13%	1376	-5
O=C(OCC#CCSc1nnc(-c2cccc3ccccc23)o1)c1ccco1	0.032	·	-0.12	-0.78	i	2.2	28	-0.12	-1.8	0.31	2.0	-1.3%	i	2.1	1407	0	14%	1489	·
CSc1nc2c(cc1C#N)CCC2	-0.98	744	-0.27	-0.13	·	·	25	1.2	-0.5	-0.78	·	·	i	·	1301	·	-10%	1120	-22
O=C1c2ccccc2C(=O)c2c1ccc1c(=O)n(C3CCCCC3)[nH]c21	-0.86	723	-0.26	-0.5	i	3.1	54	1.1	-2.7	-0.81	2.0	-1.2%	i	2.0	1240	-4	1%	957	-1
CCC(=O)Nc1ccccc1Nc1cc(C#N)c(C#N)cc1[N+](=O)[O-]	·	·	·	·	·	·	50	·	-2.1	0.82	·	-1.6%	i	·	1505	·	·	1429	·
